High-throughput results as filed in PubChem BioAssay.
FLuc inh counter – firefly luciferase enzyme inhibitors, primary screen, artefact control for luciferase-based inhibitor screens, biochemical, luminescence, ATPLite. inhibition, % at 10 µM. hit rate 1.5% among 200,000. 10 min;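 active = inhibition above about 50% when tested at 10 µM, limit read from the data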
Target sequence (P08659 whole entry, looked up): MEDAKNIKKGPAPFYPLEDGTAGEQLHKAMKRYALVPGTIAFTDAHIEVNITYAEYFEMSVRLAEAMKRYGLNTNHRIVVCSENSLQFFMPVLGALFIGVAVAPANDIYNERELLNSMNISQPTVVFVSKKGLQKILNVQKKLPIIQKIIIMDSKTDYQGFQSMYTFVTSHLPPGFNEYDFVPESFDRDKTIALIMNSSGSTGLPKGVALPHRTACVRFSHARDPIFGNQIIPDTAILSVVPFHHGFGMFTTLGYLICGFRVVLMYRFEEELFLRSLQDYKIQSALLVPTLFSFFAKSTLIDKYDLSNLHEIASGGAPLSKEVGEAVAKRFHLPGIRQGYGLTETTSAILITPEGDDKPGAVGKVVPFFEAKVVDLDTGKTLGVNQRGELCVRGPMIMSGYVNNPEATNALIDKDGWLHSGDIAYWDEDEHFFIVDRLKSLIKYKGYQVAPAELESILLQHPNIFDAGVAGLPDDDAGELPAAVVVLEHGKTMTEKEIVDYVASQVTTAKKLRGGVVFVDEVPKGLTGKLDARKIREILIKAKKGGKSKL
STAT1 inh – STAT1 signaling inhibitors, primary screen, cell-based, HTS, luciferase reporter; inhibition, % at 5.5 µM; hit rate 0.35% among 200,000; NIH 3T3 STAT1-luciferase reporter, IFN-gamma, luminescence;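 active = inhibition above a set limit, the mean inhibition across all tested compounds plus 3 SD, cut at about 34% in these data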;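 also: 0% = IFN-gamma with DMSO and 100% = IFN-gamma with 300 µM nifuroxazide; values of inactives mirror those of a sister screen read the other way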
APP 5'UTR act – activators of APP 5'UTR luciferase reporter, primary screen, SH-SY5Y cells. SH-SY5Y APP 5'UTR luciferase reporter, luminescence; zero percent = DMSO vehicle wells. activation, % at 2 µM. hit rate 1% among 190,000. AID 1276, 2008;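 active = activation above a set limit, based on mean plus 3 SD of controls, cut at about 140% in these data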; also: values of inactives mirror those of a sister screen read the other way
STAT3 inh – IL-6 driven STAT3 reporter inhibitors, primary screen, U3A cells, luciferase, luminescence, MLSCN library | IL-6 STAT3-luciferase reporter; host cell line lacks STAT1 | inhibition, % at 5.5 µM | hit rate 0.89% among 190,000;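 active = inhibition above the mean inhibition across all screened compounds plus 3 SD, cut at about 44% in these data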;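 also: 0% = DMSO only wells and 100% = 100 µM nifuroxazide control wells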
STAT1 activator – STAT1 signaling activators, primary screen, cell-based, HTS, luciferase reporter | AID 932, 2007 | NIH 3T3 STAT1-luciferase reporter, IFN-gamma, luminescence; 100% = IFN-gamma alone, no compound | hit rate 2.6% among 200,000 | activation (% of control), % at 5.5 µM;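 active = activation above the screen-wide mean activation plus 3 SD, cut at about 130% in these data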;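 also: raw ratio to IFN-gamma control signal so 100% means no change and 0% no light; values of inactives mirror those of a sister screen read the other way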
NF-kB neuron act – activators of NF-kB expression in neurons, primary screen, cell-based, HTS | hit rate 1.6% among 190,000 | human neuronal cells, NF-kB reporter expression; hits give high values | AID 1239, 2008 | fold change at 12.5 µM; in the data active = fold change above about 3.3
STAT3 activator – IL-6 driven STAT3 reporter potentiators, primary screen, U3A cells, luciferase, luminescence, MLSCN library | IL-6 STAT3-luciferase reporter; 100% = signal with IL-6 EC80 alone | hit rate 0.91% among 190,000 | AID 871, 2007 | activation (% of control), % at 5.6 µM;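 active = activation above the screen-wide mean of compound activation plus 3 SD, cut at about 130% in these data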;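 also: 0% = background luminescence of wells with medium and substrate only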
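Test system: STAT3-luciferase reporter U3A cells; Detection: reporter luminescence signal; Times: 1 h compound pre-exposure, 6 h IL-6 stimulation, 37 °C; Benchmarks: IL-6-only high control; Also added: IL-6 stimulus at 33 ng/mL final.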
APP transl inh – inhibitors of APP translation via 5'UTR reporter, primary screen, APP 5'UTR luciferase, SH-SY5Y cells. SH-SY5Y APP 5'UTR-luciferase reporter, luminescence. inhibition, % at 2 µM. hit rate 0.82% among 190,000;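 active = inhibition above a set limit, derived from the sample mean plus 3 SD, cut at about 45% in these data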; also: values of inactives mirror those of a sister screen read the other way
Hsp70 activator – Hsp70 transcriptional activators, primary screen, cell-based, HeLa, Hsp70 promoter luciferase, luminescence, 10 µM; HeLa Hsp70 promoter luciferase reporter; scaled: vehicle 0, proteasome-inhibitor control 100%; activation, % at 10 µM; hit rate 0.04% among 200,000; AID 1203, 2008;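 active = activation above the mean across all tested compounds plus 3 SD, cutoff set per campaign, cut at about 5.5% in these data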;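 also: 100% = MG132 at 30 µM as the positive control and 0% = DMSO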
RAM inhibit – inhibitors of the yeast RAM network, primary screen, dse1pr::URA3 reporter, 5-FOA selection; inhibition, % at 50 µM; AID 868, 2007; S. cerevisiae dse1pr::URA3 reporter, 5-FOA growth OD615, 2 d; analog-sensitive cbk1-as2 kinase mutant strain; hit rate 1.8% among 190,000;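 active = inhibition above a set limit, 3 SD over mean compound inhibition, cut at about 8.4% in these data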;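 also: 0% = DMSO-only wells with no growth and 100% = 10 µM 1-NA-PP1 full growth; inhibition rescues growth on 5-FOA so higher OD means more RAM inhibition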
* marks the source's active call; other numbers are inactive results; · = not tested or not shown.

Second line of a record – FLuc inh counter	STAT1 inh	APP 5'UTR act	STAT3 inh	STAT1 activator	NF-kB neuron act	STAT3 activator	APP transl inh	Hsp70 activator	RAM inhibit
> O=C(CCC1CCCN(Cc2ccc3c(c2)CCO3)C1)NCc1ccc(F)c(F)c1 (stereo not drawn)
    -5.2	0.8	-1.5	0.3	99.1	1.03	104.9	1.5	-0.4	1.3
> CCOC(=O)N1CCN(C(c2ccc(F)cc2)c2sc3nc(C)nn3c2O)CC1 (stereo not drawn)
    -4.4	1.6	4.8	7.2	99.4	0.89	94.2	-4.8	-0.1	0.6
> COc1ccccc1NC1=C(Cl)C(=O)N(c2ccccc2)C1=O
    -2.0	6.1	5.9	5.8	94.4	1.51	98.1	-5.9	-0.4	4.2
> NC(=O)COC(=O)c1oc2ccccc2c1CSc1ccc(Cl)cc1
    -8.3	-3.9	12.9	16.8	103.5	1.31	88.3	-12.9	-0.5	1.5
> COC(=O)COc1cc2ccccc2cc1C(=O)Nc1ccccc1
    9.8	1.9	3.2	22.2	98.3	1.32	82.1	-3.2	0.3	4.0
> COc1ccc(C(=O)N(Cc2ccco2)Cc2cccs2)c(O)c1
    -1.5	-4.2	2.6	9.0	103.8	0.91	96.2	-2.6	0.1	1.1
> COc1ccc(CNC(=O)C(=O)NCc2ccncc2)cc1
    -1.7	-4.3	6.5	14.6	103.7	1.2	91.2	-6.5	-0.3	0.9
> Cc1cccc(/C=N/Nc2cc(N3CCOCC3)nc(N3CCOCC3)n2)c1
    -5.7	7.5	-15.1	23.1	93.3	0.72	81.9	15.1	-0.5	1.2
> O=C(NCc1ccoc1)c1ccc(NC(=O)c2ccccc2Cl)cc1
    -9.1	7.3	12.3	-30.8	93.3	1	133.2*	-12.3	-0.1	6.0
> N#Cc1c(/N=C/c2ccc(Br)s2)sc2c1CCC2
    18.2	-23.3	25.0	1.7	121.5	1.22	101.7	-25.0	-0.1	3.8
> CC1CCC2(CC1)NC(=O)N(NC(=O)CCl)C2=O (stereo not drawn)
    -5.8	-6.1	3.3	5.0	104.1	1.17	97.7	-3.3	-0.5	-0.4
> CCC(C)NC(=O)CSc1nc(-c2cccs2)cc(C(F)(F)F)n1 (stereo not drawn)
    4.9	-0.5	-2.9	-2.5	100.5	0.82	107.4	2.9	-0.1	1.0
> CCCN(CCC)CCCNC(=O)CNC(=O)c1nn(-c2ccc(OC)cc2)c(=O)c2ccccc12
    -0.3	1.1	1.8	23.4	97.6	1.45	85.2	-1.8	-0.2	0.1
> O=C(NC1(C(F)(F)F)N=C2SCCN2C1=O)c1cccnc1 (stereo not drawn)
    -8.6	7.5	-0.4	9.5	93.3	1.25	95.0	0.4	-0.4	0.0
> COc1ccc(C(=O)N(CN2CCCC2=O)c2ccccc2OC)cc1OC
    -1.6	7.2	5.7	9.4	93.4	1.04	96.8	-5.7	-0.2	-0.3
> CCOc1ccccc1C(=O)N1CCN(C(c2ccccc2)c2ccccc2)CC1
    -5.9	1.6	1.1	13.5	98.6	0.84	98.0	-1.1	-0.1	-1.1
> Cc1ccnc(NC(=O)/C=C/c2cccs2)c1
    92.0*	-40.3	191.0*	28.8	136.8*	1.08	74.8	-191.0	-0.2	0.0
> O=C(CN(c1cccc(Cl)c1)S(=O)(=O)c1ccccc1)NN=C1CCCC1
    -11.5	3.5	8.9	21.8	96.0	1.17	86.1	-8.9	0.0	0.0
> N#CCCn1nc(-c2ccc([N+](=O)[O-])cc2)cc1Nc1ccccc1NC(=O)C(F)(F)F
    -1.2	-4.0	-19.8	-4.4	103.7	1.33	100.0	19.8	-0.4	0.8
> COc1cc2c(cc1NC(=O)CSCC(=O)O)oc1ccccc12
    -0.4	8.2	19.4	-26.4	92.9	1.18	128.7	-19.4	-0.5	-1.6
> CCC(=O)N(Cc1cc(=O)[nH]c2ccccc12)C1CCCCC1
    -6.6	1.3	2.1	2.0	98.8	1.02	100.5	-2.1	0.0	3.8
> COc1cc(OC)cc(OCC(O)Cn2ccnc2C)c1 (stereo not drawn)
    -0.9	-5.0	-12.3	-4.6	104.6	1	108.0	12.3	0.0	1.6
> CCCC1(C(=O)OC)NC(c2ccco2)C2C(=O)N(C)C(=O)C21 (stereo not drawn)
    -3.8	-9.3	9.7	1.9	108.4	1	103.4	-9.7	-0.2	1.1
> CCCCOC(=O)/C(=C\c1ccc([N+](=O)[O-])o1)NC(=O)c1ccccc1
    -5.9	7.9	10.3	1.1	96.0	0.91	100.9	-10.3	-0.2	6.9
> O=C(Nc1ccc(N2CCOCC2)cc1)c1cccc(S(=O)(=O)N2CCCCCC2)c1
    -0.5	8.3	9.9	16.0	90.2	0.98	88.8	-9.9	-0.1	1.8
> O=C(NN=C1CCCC1)c1cc(-c2ccc(F)cc2)nc2ccccc12
    8.8	3.7	8.4	4.0	95.5	1.05	98.0	-8.4	-0.5	2.3
> CC1Cc2ccccc2N1S(=O)(=O)c1cccc(C(=O)c2nccn2C)c1 (stereo not drawn)
    -9.0	9.6	-0.6	8.9	91.3	0.72	95.0	0.6	-0.1	-0.1
> COc1ccc(CNC(=O)c2noc(C(C)C)c2[N+](=O)[O-])cc1
    -6.8	6.5	-8.0	0.8	94.2	1.11	97.3	8.0	-0.3	-0.3
> COc1cccc(/C=C/C(=O)NCc2cn3cc(Cl)ccc3n2)c1OC
    0.2	-12.7	-11.6	0.7	110.7	1.09	100.5	11.6	0.1	0.6
> CC(C)NCCCOc1ccc(C(C)(C)c2ccccc2)cc1
    -2.8	1.2	-18.7	9.6	98.9	0.9	96.7	18.7	-0.3	0.5

Pulled by structure from the entries so far (2):
Second line of a record – FLuc inh counter	STAT1 inh	APP 5'UTR act	STAT3 inh	STAT1 activator	NF-kB neuron act	STAT3 activator	APP transl inh	Hsp70 activator	RAM inhibit
> CC1Cc2ccccc2N1S(=O)(=O)c1cccc(C(=O)c2nccn2C)c1 (stereo not drawn)
    -9.0	9.6	-0.6	8.9	91.3	0.72	95.0	0.6	-0.1	-0.1
> COc1cccc(/C=C/C(=O)NCc2cn3cc(Cl)ccc3n2)c1OC
    0.2	-12.7	-11.6	0.7	110.7	1.09	100.5	11.6	0.1	0.6

The results go on.
Second line of a record – FLuc inh counter	STAT1 inh	APP 5'UTR act	STAT3 inh	STAT1 activator	NF-kB neuron act	STAT3 activator	APP transl inh	Hsp70 activator	RAM inhibit
> CC1Cc2ccccc2N1C(=O)CN1CCC(n2nnc3cc(C(F)(F)F)ccc32)CC1 (stereo not drawn)
    -3.8	16.5	·	2.7	84.8	0.64	96.5	·	-0.4	1.8
> Cc1nn(Cc2ccccc2)c(Cl)c1/C=N/NC(=O)CNc1cccc(C(F)(F)F)c1
    -4.2	-11.4	4.8	-8.6	110.2	1.3	106.1	-4.8	0.0	2.4
> CCCCS(=O)(=O)C1CCS(=O)(=O)C1 (stereo not drawn)
    -4.5	1.1	-20.8	5.7	99.1	1.12	96.4	20.8	-0.4	1.1
> COc1cc(C=C2C(=O)OC(c3ccccc3)OC2=O)cc(Br)c1O (stereo not drawn)
    -7.3	7.2	18.1	-1.2	91.9	0.99	102.6	-18.1	0.2	2.0
> CCCN1CCN(C(=S)Nc2ccc(SC(F)F)cc2)CC1
    15.3	-5.5	16.3	1.0	104.8	1.25	105.9	-16.3	-0.2	2.2
> CSCCC(NC(N)=O)C(=O)N(C)CC(=O)Nc1ccc(C)cc1 (stereo not drawn)
    -6.9	4.6	1.2	5.3	95.8	1.04	100.0	-1.2	-0.3	-0.2
> CCCn1nnc(NC(=O)c2cccc(OCC)c2)n1
    10.5	-26.2	51.6	-5.2	124.1	2.11	105.5	-51.6	-0.2	0.8
> C=CCn1c(CCCOc2ccc(Cl)cc2Cl)nnc1SCC(=O)Nc1nccs1
    -1.1	-3.8	17.9	0.2	103.4	1.1	104.8	-17.9	0.1	8.9*
> COc1ccc(N2CCN(c3n[nH]c(N)n3)CC2)cc1
    -0.5	-9.3	-11.2	10.2	106.8	0.96	100.2	11.2	-0.5	-1.0
> CCN(CC(=O)NCc1ccc(F)cc1)C(=O)COc1ccc(C)c(C)c1
    -4.7	-4.6	6.1	-1.6	106.6	1.23	99.3	-6.1	-0.5	0.1
> CCOc1ccc(N2C(=O)CC(SC(=NC)Nc3cccc(F)c3)C2=O)cc1 (stereo not drawn)
    -8.2	5.4	2.1	13.9	95.1	1.15	91.4	-2.1	-0.2	7.9
> CCOc1ccc(CNc2nc3ccccc3n2CCN2CCOCC2)cc1
    -8.1	7.0	23.7	3.1	95.8	1.01	98.6	-23.7	0.1	-0.2
> Cc1ccc(/C(N)=N/OC(=O)c2ccc(C)cc2Cl)cc1
    73.4*	-72.4	161.9*	41.2	164.0*	1.63	67.0	-161.9	0.5	1.1
> CN(C)CCCOC(=O)C1c2ccccc2Oc2ccccc21
    -6.5	3.0	6.4	-4.2	97.2	1.24	107.2	-6.4	-0.1	0.1
> COCCOC(=O)c1c(C)oc2ccc(OC(=O)c3cccs3)cc12
    -3.9	-2.6	-0.1	14.1	102.4	1.31	94.2	0.1	0.0	1.8
> O=C1NCCc2c1[nH]c1ccccc21
    -5.7	-1.9	-0.1	10.1	101.7	0.99	95.0	0.1	-0.2	0.1
> CSc1nc2ccc(NC(=O)c3cc4ccccc4o3)cc2s1
    34.7	-43.0	139.9*	23.2	139.2*	4.87*	78.0	-139.9	-0.4	4.6
